From PubChem BioAssay
Mito fusion act – qHTS Assay for Small Molecule Inhibitors of Mitochondrial Division or Activators of Mitochondrial Fusion; actives 0.23% (n = 320,000); Potency, µM (doses to about 46.1 µM), without a hit: top-dose growth rescue (activation), most hits filed as activators; S. cerevisiae fusion-defective mutant growth rescue, CellTiterGlo 48 h;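 further: potency means the concentration at half of the fitted maximal effect; % of control where 0% means no effect; nearly all actives have a fitted effect of over 45% in size; temperature-sensitive fusion mutants such as fzo1-1 at 37 °C on non-fermentable ethanol glycerol medium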
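Read-out: ATP-based luminescence (CellTiterGlo, 10 min ambient) reporting growth of fusion-defective ts yeast after 48 hours at 37C on glycerol/ethanol YPEG medium in the presence of compound.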
uPA surface inh – qHTS for Inhibitors of Cell Surface uPA Generation | cell surface uPA generation assay, qHTS | Potency, µM (series often up to 38.3 µM), for inactives: at the highest dose activity change, negative = inhibition, most hits filed as inhibitors | actives 0.31% (n = 330,000); active means well fitted inhibition curve with a large enough effect; inconclusive means small, poorly fitted or top-dose-only effect; inactive means no such curve, though single readings can be large or run the other way; tested in mouse RAW 264.7 cells; further: potency means the concentration at half of the fitted maximal effect; on the % scale 0 is the no-effect control and ±100 the full control effect; nearly all actives have a fitted effect of over 55% in size
Eya2 inh – qHTS Assay for Inhibitors of the Phosphatase Activity of Eya2; recombinant Eya2, OMFP fluorescence dephosphorylation (OMFP is methylfluorescein phosphate); AID 488837, 2010; actives 0.006% (n = 330,000); Potency, µM (doses to about 76.9 µM), inactives show at the top dose activity, negative = inhibition, usual class: inhibitors; Protein phosphatase EYA2 (Homo sapiens), O00167; further: potency means the concentration at half of the fitted maximal effect; on the % scale 0 is the no-effect control and ±100 the full control effect
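Eya2 protein (added as 0.2 uM solution) was preincubated with compound for 10 min at ambient temperature in 50 mM HEPES pH 7.5, 50 mM NaCl, 5 uM MgCl2, 0.05% BSA, 1 mM DTT. OMFP (added at 50 uM) then reacted 10 min; fluorescence read at 485/525 nm.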
TSG101-PTAP inh – qHTS Assay for Iinhibitors of HIV-1 Budding by Blocking the Interaction of PTAP/TSG101; Tumor susceptibility gene 101 protein (Homo sapiens), Q99816; Fluorescence polarization, FITC-PTAP peptide / Tsg101 binding; Potency, µM (titrated, usually from 115 µM), without a hit: at the top dose activity change, negative = inhibition, hits mostly inhibitors; 340,000 tested, under 10 active; AID 493005, 2010; active means well fitted inhibition curve with a large enough effect in the main read-out, with a control signal flat, not every such curve was filed as active; inconclusive means small, poorly fitted or top-dose-only effect, or effect the other way, or a change in a side signal; inactive means no such curve, though single readings can be large or run the other way; further: potency means the concentration at half of the fitted maximal effect; % of control where 0% means no effect
Target sequence (Q99816 whole entry, looked up): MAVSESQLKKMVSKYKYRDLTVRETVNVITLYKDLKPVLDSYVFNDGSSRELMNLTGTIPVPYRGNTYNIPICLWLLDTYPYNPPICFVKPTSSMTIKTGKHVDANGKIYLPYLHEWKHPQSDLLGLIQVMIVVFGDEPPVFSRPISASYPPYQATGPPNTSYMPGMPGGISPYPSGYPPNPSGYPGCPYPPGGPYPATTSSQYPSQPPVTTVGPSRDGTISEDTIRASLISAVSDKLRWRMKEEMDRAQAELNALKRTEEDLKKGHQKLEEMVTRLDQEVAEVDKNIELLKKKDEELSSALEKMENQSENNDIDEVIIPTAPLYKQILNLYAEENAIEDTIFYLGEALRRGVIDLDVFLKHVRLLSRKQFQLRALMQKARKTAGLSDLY
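Fluorescence polarization binding of Tsg101 binding domain (10 uM final) to FITC-labeled PTAP peptide (50 nM final) in HEPES pH 7.5 buffer with NaCl, Tween 20, EDTA, TCEP. Compounds added before peptide; binding 20 min at RT.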
USP2a block – qHTS Assay for Inhibitors of Ubiquitin-specific Protease USP2a Using CHOP2 as the Reporter; Potency, µM (doses to about 38.3 µM), for inactives: top-dose activity change, negative = inhibition, usual class: inhibitors; actives 0.01% (n = 330,000); USP2 core, Ub-CHOP2 coupled fluorogenic reporter, 485/531; AID 463254, 2010;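 further: potency means the concentration at half of the fitted maximal effect; plate controls were DMSO wells for no effect and full inhibition by NEM control for full effect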
Target sequence (O75604 whole entry, looked up): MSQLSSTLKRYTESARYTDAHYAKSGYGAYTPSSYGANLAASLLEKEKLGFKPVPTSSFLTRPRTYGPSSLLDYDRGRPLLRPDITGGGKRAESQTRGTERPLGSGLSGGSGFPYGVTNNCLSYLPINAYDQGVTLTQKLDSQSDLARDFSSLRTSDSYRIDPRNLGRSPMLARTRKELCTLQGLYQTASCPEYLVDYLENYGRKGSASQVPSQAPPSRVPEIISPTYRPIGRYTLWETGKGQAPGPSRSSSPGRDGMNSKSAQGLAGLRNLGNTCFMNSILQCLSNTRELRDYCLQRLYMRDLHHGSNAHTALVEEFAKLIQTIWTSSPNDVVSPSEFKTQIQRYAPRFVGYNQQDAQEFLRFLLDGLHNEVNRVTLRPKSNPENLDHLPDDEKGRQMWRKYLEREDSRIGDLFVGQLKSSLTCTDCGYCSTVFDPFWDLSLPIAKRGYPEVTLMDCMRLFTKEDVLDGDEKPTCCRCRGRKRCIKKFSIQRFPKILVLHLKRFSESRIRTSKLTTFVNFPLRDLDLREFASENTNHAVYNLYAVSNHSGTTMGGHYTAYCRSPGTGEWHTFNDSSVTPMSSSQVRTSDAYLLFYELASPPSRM
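Deubiquitinase activity read as fluorescence (485/531 nm) after Ub-CHOP2 cleavage activates the enterokinase reporter on its substrate; USP2 core 10nM, Ub-CHOP2 and substrate 25nM each, 30min compound preincubation then 60min RT; data normalized to NEM, curves fitted.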
B2AR arrestin – qHTS assay of beta-arrestin-biased ligands of beta2-adrenergic receptor; beta-arrestin recruitment to beta2AR, cell-based reporter; Beta-2 adrenergic receptor (Homo sapiens), P07550; Potency, µM (highest dose often 46.1 µM), for inactives: at the top dose activation, usual class: activators; actives 0.02% (n = 330,000);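 further: potency means the concentration at half of the fitted maximal effect; 0% = DMSO controls and full agonism = EC100 isoproterenol or metaproterenol; nearly all actives have a fitted effect of over 65% in size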
ELG1 DNA repair – qHTS screen for small molecules that inhibit ELG1-dependent DNA repair in human embryonic kidney (HEK293T) cells expressing luciferase-tagged ELG1; Potency, µM (top dose mostly 46.1 µM), for the others: at the top dose activity change, negative = inhibition, most hits filed as inhibitors; AID 504467, 2011; HEK293T ELG1-luciferase reporter, luminescence, 16 h; DNA damage induced by 5-fluorouridine; actives 2.3% (n = 330,000); further: potency means the concentration at half of the fitted maximal effect; on the % scale 0 is the no-effect control and ±100 the full control effect; nearly all actives have a fitted effect of over 55% in size
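Luminescence from the luciferase reporter, measured 30 min after ONE-Glo reagent at room temperature, was the read-out. Beforehand, 2,000 cells per well were exposed for 16 hr at 37 °C to 5-fluorouridine together with compound or vehicle.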
TSHR antag – Antagonists of the Thyroid Stimulating Hormone Receptor: HTS campaign; Thyrotropin receptor (Homo sapiens), P16473; TSHR-expressing cells, TSH-stimulated cAMP HTRF, 2 h; hits give low values; activity change, negative = inhibition, % at 11.5 µM; actives 0.2% (n = 330,000); AID 504810, 2011;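 active means activity change below a set negative limit, meaning inhibition stronger than a set level, cut at about -70% in these data; inconclusive means activity change between two set negative limits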; further: on the % scale 0 is the no-effect control and ±100 the full control effect
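Antagonism was scored as loss of TSH-driven cAMP in TSHR cells, stimulated with 4nM TSH (EC80) for 2 hours at 37 deg C and detected by homogeneous HTRF competition immunoassay.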
TCR activator – Activators of T cell receptors: qHTS campaign; primary human leukocytes, anti-CD3, IL-2 HTRF, 48 h; Potency, µM (highest dose often 9.22 µM), for the others: at the top dose activation of IL-2 secretion, most hits filed as activators; 330,000 tested, under 10 active; AID 504894, 2011; further: % of control where 0% means no effect
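IL-2 produced over 48 hr by a-CD3 bead-stimulated primary human leukocytes exposed to compounds was detected with a homogeneous time-resolved FRET immunoassay, 665nm acceptor signal after 320nm excitation.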
Chronic BCR inh – qHTS Assay to Find Inhibitors of Chronic Active B-Cell Receptor Signaling | ABC-DLBCL IkBa-CBG/CBR reporter, luminescence ratio, 4 h | actives 0.05% (n = 340,000) | Potency, µM (doses to about 46.1 µM), without a hit: top-dose ratio change, negative = lower green/red ratio, hits mostly inhibitors; active means well fitted inhibition curve with a large enough effect in the signal ratio, with a control signal flat, not every such curve was filed as active; inconclusive means small, poorly fitted or top-dose-only effect, or effect the other way, or a change in a side signal; the % refers to the signal ratio;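 further: potency means the concentration at half of the fitted maximal effect; plate controls were basal doxycycline-induced cells for no effect and cells given 10 µM MG132 for full effect; MG132 reads +100%, hits lower the ratio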
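Cell line TMD8 (human ABC DLBCL), stably expressing tet-inducible CBG68-IkBa fusion and CBR; IMDM/0.5% FBS; cpd up to 46 uM; dox induction, 4 h, 37C/5% CO2; dual luminescence; green/red ratio; MG132 control.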
Tb PFK block – qHTS Assay to Find Inhibitors of T. brucei phosphofructokinase; T. brucei PFK, ADP-Glo luminescence; Potency, µM (titrated, usually from 57.5 µM), for inactives: top-dose activity, negative = inhibition, usual class: inhibitors; actives 0.17% (n = 330,000); AID 485367, 2010; ATP-dependent 6-phosphofructokinase (Trypanosoma brucei brucei), O15648;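 further: potency means the concentration at half of the fitted maximal effect; 0% = uninhibited 1x PFK enzyme wells and -100% = no-enzyme wells; nearly all actives have a fitted effect of over 60% in size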
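Compounds were pin-transferred as a titration series up to 57 uM into substrate buffer (0.5 mM F6P, 0.1 mM ATP, pH 8.0), then 1.25 nM PFK was added and reactions ran 45 min before ADP-Glo detection.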
The depositor's hits bear a star; ? = inconclusive; . = not tested or not shown; [ ] = another dose, or the depositor's remark. Unless noted, the call rests on the fitted dose curve; in most records, active means well fitted curve in the direction sought with a large enough effect; inconclusive means small, poorly fitted or top-dose-only effect, or another doubt; inactive means no such curve, though single readings can be large; an effect the other way counts as inactive or inconclusive. An unsorted share of the library; any-hit rate near 3%.

SMILES	Mito fusion act	uPA surface inh	Eya2 inh	TSG101-PTAP inh	USP2a block	B2AR arrestin	ELG1 DNA repair	TSHR antag	TCR activator	Chronic BCR inh	Tb PFK block
C=CCOc1c(Br)cc(/C=C2\SC(=Nc3ccccc3)NC2=O)cc1OC	2%	?	-2%	0%	1%	3.4%	?	5	-8%	9%	2%
COc1ccc(NC(=O)C(NC(C)=O)C(=O)NCc2ccccc2)cc1 (configuration not stated)	0%	4%	0%	-1%	-1%	-0.1%	-1%	9	-3%	-5%	3%
CCn1c(O)c(N=NC(=O)CNC(=O)/C=C/c2ccco2)c2ccccc21	1%	1%	3%	-9%	1%	0.1%	15%	-6	-1%	-1%	-11%
CC1CCN(c2ccc(C=O)o2)CC1	1%	-15%	-2%	-2%	-1%	-0.2%	-16%	1	10%	0%	12%
CC(NC(=O)C1CCCO1)c1ccccc1 (configuration not stated)	-3%	3%	-6%	-4%	6%	-0.6%	4%	-5	-1%	-2%	7%
CCCc1nc(SCC(=O)Nc2ccc(N3CCOCC3)cc2)c2ccccc2n1	0%	-3%	6%	0%	2%	-0.9%	?	-7	1%[46.1 µM]	?	1%
COc1ccc(NC(=O)N(C2CCCCC2)C(C)c2cccnc2)c(OC)c1 (configuration not stated)	0%	3%	?	-1%	1%	-0.1%	28%	-14	-2%	-6%	2%
CCC(C)(C)C1CCC2(CC1)NC(=O)N(CC(=O)N(C)Cc1ccc(OC(F)F)cc1)C2=O (configuration not stated)	20%	-10%	-19%	1%	1%	0.1%	-18%	-37	2%	4%	-6%
O=C(N/N=C/c1ccccc1C(=O)O)c1cccc(S(=O)(=O)N2CCOCC2)c1	-2%	13%	-4%	-7%	-1%	0.0%	1%	-3	-4%	-2%	0%
COc1cc(S(=O)(=O)NCCOC23CC4CC(CC(C4)C2)C3)c(OC)cc1Cl	-4%	1%	-1%	0%	-15%	-1.9%	16µM*	20	-4%[46.1 µM]	5%	-2%
CCOc1ccc(S(=O)(=O)N2CCN(C(=O)c3cc(-c4ccccc4)nn3-c3ccccc3)CC2)cc1	-11%	4%	-2%	-2%	0%	-0.1%	?	-2	1%	-1%	-4%
CCOC(=O)C1=C(C)C(c2cccc(Oc3ccccc3)c2)NC(=S)N1 (configuration not stated)	?	6%	0%	-5%	-2%	0.1%	26µM*	-5	1%[46.1 µM]	?	4%
CCC(=O)c1ccc(N2CCC(C)CC2)c(F)c1	-5%	-4%	5%	-2%	9%	-0.5%	?	-12	12%	10%	-1%
CCOc1c(C)cc2[nH]c(CCC(=O)O)nc2c1C	1%	2%	-2%	-6%	1%	-0.7%	?	13	0%[46.1 µM]	9%	1%
O=C(NC(=S)NCCCN1CCOCC1)c1cccc2ccccc12	9%	.	18%	0%	-3%	0.0%	9%	2	-17%	-11%	0%
OCCNCCSc1nc(C2CCCCC2)n(-c2ccccc2Cl)n1	-1%	-2%	16%	-1%	-3%	-0.3%	-2%	10	-1%	?	0%
COc1ccc2cc(C3CC(c4cccs4)=NN3S(C)(=O)=O)c(Cl)nc2c1 (configuration not stated)	-1%	-3%	-3%	4%	2%	-0.5%	?	0	-4%[46.1 µM]	?	1%
Cn1c(=O)c2c(nc(Br)n2CC(=O)c2cccs2)n(C)c1=O	12%	-7%	-16%	-2%	5%	0.2%	-13%	1	-4%	1%	4%
CCS(=O)(=O)Nc1cccc(-c2nc3cccnc3s2)c1	2%	4%	5%	0%	3%	-0.4%	?	4	3%	?	-1%
O=C(O)CCC(=O)Nc1ccc(-n2ccc(C(F)(F)F)n2)cc1	-4%	1%	15%	-1%	0%	-0.7%	?	-2	-3%	?	-2%

Look-ups from the results shown:
`O=C(O)CCC(=O)Nc1ccc(-n2ccc(C(F)(F)F)n2)cc1` – Mito fusion act: -4%
`CCOC(=O)C1=C(C)C(c2cccc(Oc3ccccc3)c2)NC(=S)N1` (configuration not stated) – TCR activator: 1%[46.1 µM]

Later entries
SMILES	Mito fusion act	uPA surface inh	Eya2 inh	TSG101-PTAP inh	USP2a block	B2AR arrestin	ELG1 DNA repair	TSHR antag	TCR activator	Chronic BCR inh	Tb PFK block
O=C(CCc1nc2ccccc2s1)OCc1ccccc1F	2%	2%	-1%	-1%	1%	-0.1%	14%	-2	4%[46.1 µM]	7%	0%
O=C(O)CCCn1cc(NC(=O)c2ccco2)cn1	1%	1%	3%	-4%	3%	0.0%	1%	-4	-2%	-2%	0%
CCCC(=O)NC(=S)c1c(C)n(C)n(-c2ccccc2)c1=O	-3%	5%	-14%	0%	2%	0.3%	-26%	-3	8%	2%	-4%
Cc1noc2ncnc(Sc3ccc(Br)cc3)c12	-16%	.	5%	1%	1%	-0.1%	?	0	7%	?	-2%
Cc1nnc(SCC(=O)N2CCC(C(N)=O)CC2)s1	-1%	-6%	-1%	0%	0%	-0.3%	2%	12	6%[46.1 µM]	-1%	-1%
O=C(/C=C/c1cccc(F)c1)Nc1ccc(S(=O)(=O)N2CCOCC2)cc1	.	-5%	-6%	0%	-2%	-0.3%	?	-10	2%	3%	-5%
CC1=CC(=C2C(=O)c3ccccc3C2=O)C=C(C)N1Cc1ccco1	-5%	-12%	-16%	-8%	-7%	-0.3%	?	-6	0%	20%	-5%
COc1cccc(NC(=O)NCc2ccc(F)cc2)c1	-7%	0%	-12%	2%	-1%	-1.2%	?	-1	6%	1%	-7%
Cc1ccn(CCC(=O)Nc2ccc3c(c2)OCO3)n1	-11%	4%	-7%	-3%	-1%	0.5%	0%	3	1%	-15%	1%
NC(=O)c1ncc(C(F)(F)F)cc1Cl	-1%	1%	1%	-2%	3%	0.2%	4%	1	.	1%	-1%

Random excerpt: 2 entries already listed.
SMILES	Mito fusion act	uPA surface inh	Eya2 inh	TSG101-PTAP inh	USP2a block	B2AR arrestin	ELG1 DNA repair	TSHR antag	TCR activator	Chronic BCR inh	Tb PFK block
O=C(O)CCCn1cc(NC(=O)c2ccco2)cn1	1%	1%	3%	-4%	3%	0.0%	1%	-4	-2%	-2%	0%
Cc1noc2ncnc(Sc3ccc(Br)cc3)c12	-16%	.	5%	1%	1%	-0.1%	?	0	7%	?	-2%

Other entries follow.
SMILES	Mito fusion act	uPA surface inh	Eya2 inh	TSG101-PTAP inh	USP2a block	B2AR arrestin	ELG1 DNA repair	TSHR antag	TCR activator	Chronic BCR inh	Tb PFK block
CCCCN(CCCC)C1=Nc2ccccc2N/C1=C(/C#N)C(=O)OCC	-14%	3%	-11%	-3%	0%	0.0%	?	-23	0%	4%	-2%
CCOC(=O)N1CCN(C(=O)CSC2=NS(=O)(=O)c3cc(Cl)ccc3N2)CC1	-1%	-2%	-25%	-10%	0%	0.2%	7%	-1	.	-1%	-3%
COc1ccc(OC)c(CC(NC(C)=O)C(=O)NC2CCN(c3cc(C)nc4ncnn34)CC2)c1 (configuration not stated)	0%	.	11%	.	1%	-1.2%	7%	4	.	-21%	0%
Cc1nc2cc(NC(=O)NCCC3=CCCCC3)ccc2o1	1%	1%	-24%	0%	2%	-0.7%	?	-10	1%	?	10%
CCOc1ccc(NC(=O)CN2CCN(CC(=O)Nc3ccc(F)cc3)CC2)cc1	-2%	-3%	5%	-1%	0%	0.0%	0%	-11	5%	?	0%
CC(C)(C)c1ccc(S(=O)(=O)NC(Cc2ccccc2)C(=O)O)cc1 (configuration not stated)	3%	.	-41%	-2%	0%	-0.3%	?	11	0%	18%	2%
CCC(CO)Oc1cc(NCc2ccccc2C)c2ncn(C(C)C)c2c1 (configuration not stated)	.	2%	13%	1%	0%	-0.5%	-6%	10	-4%	-2%	6%
